BH1578 lux ind: induces V. cholerae light production without autoinducers; V. cholerae BH1578 lux reporter, luminescence, 6 h; activation, % at 18.7 µM; 350,000 tested, 0.16% active; AID 588436; in the data active = activation mostly above about 9.7%, no sharp cut-off; also: not every result past the cut was called active; inactives centre near 0; reference of the scale not given here
BoNT-A LC inh2: inhibitors of Botulinum neurotoxin A light chain protease. 360,000 tested, 0.17% active. multiplex microsphere protease substrate cleavage, flow cytometry. inhibition, % at 10 µM; also: plate controls were buffer without enzyme for full effect and enzyme alone for no effect
3CLpro inhibitor: SARS-CoV 3CLpro protease inhibition | P0C6X7 | recombinant SARS-CoV 3CLpro, quenched FRET peptide cleavage | inhibition, % at 6 µM | 290,000 tested, 0.14% active | AID 1706; in the data active = inhibition above about 12%
SSB-PriA inh: blocks PriA binding to SSB C-terminal tail; AlphaScreen SSBct-PriA binding, biotinylated peptide; inhibition, % at 33 µM; 430,000 tested, 0.6% active; in the data active = inhibition mostly above about 37%, no sharp cut-off; inactive = mostly below about 20%;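 also: plate controls were negative control peptide for no effect and reference peptide for full effect; strong numbers were not always called active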
CCHFV vOTU inh: CCHFV vOTU protease inhibition. Pep-AMC fluorescence. inhibition, % at 11.5 µM. 370,000 tested, 0.55% active; in the data active = inhibition above about 30%; also: 0% = vehicle wells with enzyme and 100% = no enzyme wells
Anthrax LF prot: anthrax lethal factor protease inhibition; P15917; multiplex microsphere protease cleavage assay, LF; inhibition, % at 10 µM; 360,000 tested, 0.12% active; AID 588501; also: plate controls were buffer without enzyme for full effect and enzyme alone for no effect
Target sequence (P15917 whole entry, looked up): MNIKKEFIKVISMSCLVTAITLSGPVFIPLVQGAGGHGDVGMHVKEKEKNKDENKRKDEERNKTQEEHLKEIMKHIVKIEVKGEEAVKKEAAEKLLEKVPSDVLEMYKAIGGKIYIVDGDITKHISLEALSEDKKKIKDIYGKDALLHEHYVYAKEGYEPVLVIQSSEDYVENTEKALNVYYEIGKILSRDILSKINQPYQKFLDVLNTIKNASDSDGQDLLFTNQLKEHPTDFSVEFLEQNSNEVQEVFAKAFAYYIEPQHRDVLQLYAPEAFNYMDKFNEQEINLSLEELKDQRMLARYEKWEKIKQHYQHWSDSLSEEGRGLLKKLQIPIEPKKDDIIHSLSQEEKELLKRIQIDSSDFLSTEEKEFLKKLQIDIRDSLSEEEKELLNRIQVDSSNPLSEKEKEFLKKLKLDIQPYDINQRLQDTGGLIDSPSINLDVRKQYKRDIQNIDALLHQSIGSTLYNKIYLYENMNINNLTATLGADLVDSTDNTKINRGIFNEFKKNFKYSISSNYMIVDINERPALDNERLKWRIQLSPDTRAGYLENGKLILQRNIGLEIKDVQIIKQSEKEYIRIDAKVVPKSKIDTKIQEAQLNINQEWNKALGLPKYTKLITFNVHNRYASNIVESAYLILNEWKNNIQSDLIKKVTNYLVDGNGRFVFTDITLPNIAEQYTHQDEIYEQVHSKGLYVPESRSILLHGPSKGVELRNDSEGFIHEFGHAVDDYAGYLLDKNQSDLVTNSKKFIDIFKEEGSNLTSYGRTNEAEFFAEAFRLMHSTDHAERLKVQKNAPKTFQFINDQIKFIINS
PfHsp40 yeast: restores yeast growth despite PfHsp40 toxicity; S. cerevisiae expressing PfHsp40, growth rescue, ATP luminescence; growth rescue, % at 12.5 µM; 340,000 tested, 0.68% active; in the data active = growth rescue above about 28%, passing the limit was not always enough;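 also: yeast W303a lacking pdr1 and pdr3 grown in galactose medium; growth measured after three days at 30 °C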
Yp Topo-I inh: Y. pestis Topo-I inhibition via cleavage products. Y. pestis Topo-I cleavage product accumulation, plate reader. activity, % at 10 µM. 360,000 tested, 0.064% active. AID 504884; in the data active = activity above about 50%, passing the limit was not always enough; also: inactives centre near 2
DUSP3 inh: blocks human VHR1 dual specificity phosphatase; inhibition, % at 13.3 µM; P51452; 290,000 tested, 0.52% active; AID 1654; recombinant VHR phosphatase, pNPP absorbance; in the data active = inhibition above about 50%; also: some compounds called inactive have numbers as strong as hits
Target sequence (P51452 whole entry, looked up): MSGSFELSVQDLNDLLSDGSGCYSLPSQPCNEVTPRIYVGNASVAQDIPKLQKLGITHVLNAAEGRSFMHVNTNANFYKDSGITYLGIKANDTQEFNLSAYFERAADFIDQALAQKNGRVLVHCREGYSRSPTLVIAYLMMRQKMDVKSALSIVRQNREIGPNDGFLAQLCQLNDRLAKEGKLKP
TcdB inh: TcdB glycohydrolase inhibition | TcdB glycohydrolase enzymatic assay, plate reader | 350,000 tested, 0.24% active | P18177 | inhibition, % at 9.99 µM | AID 652162; in the data active = inhibition above about 10%
* hit, by the source's call; i = inactive; . = no result given; & = joins results of further samples. Rule as the data show it, unless noted: active = inhibition above about 30%; inconclusive = no clear call, values can overlap the other calls; inactive = below that. This is a subset, so the mix of outcomes need not match the whole.

SMILES	BH1578 lux ind	BoNT-A LC inh2	3CLpro inhibitor	SSB-PriA inh	CCHFV vOTU inh	Anthrax LF prot	PfHsp40 yeast	Yp Topo-I inh	DUSP3 inh	TcdB inh
CC[C@@]1(c2cccc(C)c2)C(=O)N(C(=O)OC)N1C(=O)OC	1.2	0.1	0	2	18	-4	-2.1	8	17	2.5
Cc1ccccc1NC(=O)CSc1nc(=O)n(CCN2CCOCC2)c2c1CCCC2	i	-1.1	.	-10	4	1	0.1	1	.	2.0
CC(=O)c1ccc(N=Nc2c(C)[nH][nH]c2=O)cc1	0.6	6.5	.	-4	-2	3	-1.1	-2	.	1.4
Cc1cc(NC(=O)c2cc(C)on2)no1	-2.5	0.3	-4	-7	2	0	-1.6	-5	-12	.
CCOc1cc(/C=C2\C(=N)N3N=C(N4CCCCC4)SC3=NC2=O)ccc1OC(=O)c1ccco1	-0.2	0.6	-4	-16	3	-11	-2.1	9	29	-8.9
O=C(O)c1ccc(CN(c2ccccn2)S(=O)(=O)c2ccccc2)cc1	i	-0.4	-3	-9	-12	-4	-1.7	2	12	.
O=C1Nc2ccc(F)cc2C12Nc1ccccc1-c1nnc(SCc3ccccc3F)nc1O2 (stereo not drawn)	-1.7	3.5	2	5	13	6	0.6	-6	24	-1.1
COc1ccccc1CN1C[C@@H]2C[C@@H](c3ccc(Cl)cc3)N3CCC[C@@]23C1=O	2.1	-1.7	3	-15	6	3	0.5	22	2	1.5
CC1=CC(C)(C)N(C(=O)CNC2CCCC2)c2cc(C)ccc21	-0.2	-1.0	2	-14	2	-6	0.4	4	-5	1.4
CCCCc1c(O)n2c(nc3ccccc32)[nH]c1=O	i	-0.2	-4	-1	2	-1	-0.3	3	6	.
COc1ccc(-n2c(SCC(=O)Nc3ccc(NC(C)=O)cc3)nc3c([nH]c4ccccc43)c2=O)cc1OC	-3.6	-3.0	2	5	-2	0	-0.9	46	0	0.9
Cc1ccc(C(=O)Nc2nc(-c3cccnc3)cs2)o1	-0.5	-0.2	2	5	-12	-5	-0.4	-1	19	.
O=C(N/N=C\c1ccc2c(c1)OCO2)c1cncc(Br)c1	-0.5	-1.1	4	.	9	-5	0.3	-1	-10	0.5
CCCc1cc(=O)[nH]c(SCC(=O)c2ccc3c(c2)OCCO3)n1	3.4	0.9	0	-14	20	1	1.8	0	-2	.
O=C(Oc1ccccc1F)C1CCN(C(=O)c2ccc(F)cc2)CC1	-2.5	0.1	.	-2	7	0	0.2	7	.	0.7
Cc1ccc(C(=O)c2cn(-c3ccc(F)c(Cl)c3)nn2)cc1	-2.2	1.3	4	-1	6	0	0.5	2	17	.
O=S(=O)(NCCN1CCCC1)c1ccc(Br)cc1	1.7	0.5	2	-7	-12	4	11	5	35	2.1
Nc1nc(N2CCN(C(c3ccccc3)c3ccccc3)CC2)n[nH]1	-0.5	-0.3	4	12	-13	2	-0.9	0	22	0.2
N#Cc1c(N)nc2c(c1N)CC(C(F)(F)F)O2 (stereo not drawn)	-0.3	0.4	-2	-8	-10	-8	-0.8	0	13	0.8
CCCn1c(O)c(CN2CCCCC2)c(C)c(C#N)c1=O	i	-0.1	1	-6	7	-4	-1.1	-4	6	.

A draw from above in order of number of heavy atoms, high to low:
SMILES	BH1578 lux ind	BoNT-A LC inh2	3CLpro inhibitor	SSB-PriA inh	CCHFV vOTU inh	Anthrax LF prot	PfHsp40 yeast	Yp Topo-I inh	DUSP3 inh	TcdB inh
COc1ccc(-n2c(SCC(=O)Nc3ccc(NC(C)=O)cc3)nc3c([nH]c4ccccc43)c2=O)cc1OC	-3.6	-3.0	2	5	-2	0	-0.9	46	0	0.9
O=C1Nc2ccc(F)cc2C12Nc1ccccc1-c1nnc(SCc3ccccc3F)nc1O2 (stereo not drawn)	-1.7	3.5	2	5	13	6	0.6	-6	24	-1.1
COc1ccccc1CN1C[C@@H]2C[C@@H](c3ccc(Cl)cc3)N3CCC[C@@]23C1=O	2.1	-1.7	3	-15	6	3	0.5	22	2	1.5
Nc1nc(N2CCN(C(c3ccccc3)c3ccccc3)CC2)n[nH]1	-0.5	-0.3	4	12	-13	2	-0.9	0	22	0.2
CC1=CC(C)(C)N(C(=O)CNC2CCCC2)c2cc(C)ccc21	-0.2	-1.0	2	-14	2	-6	0.4	4	-5	1.4
Cc1ccc(C(=O)c2cn(-c3ccc(F)c(Cl)c3)nn2)cc1	-2.2	1.3	4	-1	6	0	0.5	2	17	.
O=C(N/N=C\c1ccc2c(c1)OCO2)c1cncc(Br)c1	-0.5	-1.1	4	.	9	-5	0.3	-1	-10	0.5
Cc1ccc(C(=O)Nc2nc(-c3cccnc3)cs2)o1	-0.5	-0.2	2	5	-12	-5	-0.4	-1	19	.
CCCCc1c(O)n2c(nc3ccccc32)[nH]c1=O	i	-0.2	-4	-1	2	-1	-0.3	3	6	.
O=S(=O)(NCCN1CCCC1)c1ccc(Br)cc1	1.7	0.5	2	-7	-12	4	11	5	35	2.1
N#Cc1c(N)nc2c(c1N)CC(C(F)(F)F)O2 (stereo not drawn)	-0.3	0.4	-2	-8	-10	-8	-0.8	0	13	0.8

(continued)
SMILES	BH1578 lux ind	BoNT-A LC inh2	3CLpro inhibitor	SSB-PriA inh	CCHFV vOTU inh	Anthrax LF prot	PfHsp40 yeast	Yp Topo-I inh	DUSP3 inh	TcdB inh
CC1COc2ccccc2N1S(=O)(=O)c1cc(Cl)ccc1Cl (stereo not drawn)	i	-0.8	2	-6	-9	-7	4.9	10	-1	0.2
CCC(CO)Nc1ccc(-c2n[nH]c(=O)c3ccccc23)cc1[N+](=O)[O-] (stereo not drawn)	0.6	1.2	8	12	-4	-7	0.5	2	6	1.4
Cc1onc(-c2ccccc2)c1C(=O)N1CCCN(C(=O)c2c(-c3ccccc3)noc2C)CC1	-0.3	-0.9	3	-8	3	-14	1.3	26	-8	.
CCn1cc(S(=O)(=O)CC(=O)Nc2cc(C)ccc2C)c2ccccc21	-0.2	0.8	2	-1	-1	-2	0.3	8	-8	0.2
COCc1nnc(NS(=O)(=O)c2ccc(Br)cc2)s1	28*	-1.0	1	1	-1	6	0.1	0	-16	.
Cc1ccc(NCc2ccccc2F)cc1	-0.3	-0.3	-1	0	-1	-3	0.6	8	-5	.
COc1ccc(/C=C/C2=CCN(C)CC2)cc1	-0.9	1.1	1	4	-16	-5	-1.1	3	12	-1.5
CSc1ccc(S(=O)(=O)NCc2ccccc2)cc1	-0.2	0.8	0	0	19	0	0.8	0	13	.
COc1ccc(C)c2sc(N(CCN(C)C)C(=O)/C=C/c3cccs3)nc12	i	-0.8	4	6&16	21	-5	3.3	13	10	0.9
OC(COc1ccc(F)cc1Cl)CN1CCC(Cc2ccccc2)CC1 (stereo not drawn)	-0.7	-2.3	-3	25	-4	-7	-0.8	11	.	0.1
FC(F)(F)c1cc(Oc2ccccc2Cl)nc(-c2ccccn2)n1	i	1.7	4	-18	-6	-1	-1.4	20	40	.
Cc1[nH]nc(-c2ccc(O)c(C)c2O)c1Oc1ccccc1	-0.3	.	3	13	1	.	3.9	-1	8	.
COc1ccccc1OCCNC(=O)CCS(=O)(=O)c1ccccc1	i	.	.	-12	-3	.	-1.3	5	.	0.2
C=CCOC(=O)Nc1c(C(=O)OC)[nH]c2ccc(Cl)cc12	i	0.4	-2	4	8	0	-0.9	-7	-15	.
COCOCCn1cc(CN2CCS(=O)(=O)N(Cc3ccc(-c4ccc(Cl)cc4)cc3)C(C(C)C)C2=O)nn1 (stereo not drawn)	-0.2	-0.4	.	.	-3	8	.	26	.	1.1
Cc1cc(OCCSc2nnc(-c3cccs3)n2C)ccc1Cl	i	0.3	-1	-9	14	-4	2.5	8	44	.
Cc1ccc(-c2cc(N)n[nH]2)cc1	-14	-1.0	-1	7	7	-4	-1.0	-1	34	.
CN(CCO)S(=O)(=O)c1ccc2c(c1)C(=NO)c1cc(S(=O)(=O)N(C)CCO)ccc1-2	i	-0.8	2	-1	-15	-2	0.6	5	16	0.3
CC1(C)CC(=O)c2cc(OCC(=O)NCCCN3CCN(c4ccccc4F)CC3)ccc2O1	-0.4	-0.6	3	-2	-41	-2	-1.4	33	6	.
COCCc1nc2ccc(C(=O)N(C)Cc3cccc(-n4nc(C)cc4C)c3)cc2o1	0.7	2.8	-3	7	-4	2	-3.8	9	15	1.2
O=C1[C@@H](Oc2ccccc2)[C@@H](c2cnc3ccccc3c2)N1c1ccccc1	-1.0	-0.2	.	-10	2	0	12	-9	.	0.8
COc1ccccc1NC(=O)CSc1nnc(NC(=O)C2CC2)s1	-0.2	0.7	0	3	6	-1	-0.5	4	23	0.5
COc1ccc(OC)c(N2C(=O)CC(Cc3ccc(C)cc3)C2=O)c1 (stereo not drawn)	0.1	-1.7	-2	-11	4	-4	0.6	2	14	.
c1coc(CNc2ncnc3[nH]ncc23)c1	i	-5.4	2	-6	-3	2	0.5	-2	12	0.9
CCN1C(=O)/C(=C\N(C)C)NC1=S	-0.2	-0.4	5	-9	-1	0	1.6	2	2	-0.7
C[n+]1cccc(/C=N/NC(=O)CC23CC4CC(CC(C4)C2)C3)c1	-2.2	2.0	3	i	6	-2	-0.9	3	-11	0.4
COc1cc(C)ccc1S(=O)(=O)NC(=O)C1(C)CCN1C(=O)C1(c2ccc(Cl)cc2)CCC1 (stereo not drawn)	i	-0.2	.	.	20	1	.	3	.	-0.4
O=C(/C=C/c1ccccc1[N+](=O)[O-])NCc1cccnc1	-0.3	-0.5	5	-8	-10	1	0.1	-2	0	0.1
CN1OC(COC(=O)c2ccc(Cl)cc2Cl)CC1c1ccccc1 (stereo not drawn)	-0.2	-0.8	0	-15	0	-3	0.8	9	15	.
N#C/C(=C\c1c(Oc2ccccc2Cl)nc2ccccn2c1=O)C(=O)NC1CCS(=O)(=O)C1 (stereo not drawn)	-0.2	-1.4	-6	-20	-14	-5	0.0	0	31	1.5
COc1ccc2c(c1)C(C)(Cc1ccc(C(=O)c3ccccc3)cc1)C(=O)N2 (stereo not drawn)	-0.4	0.1	.	.	6	-2	.	16	.	1.0
COc1ccc(C)cc1NC(=O)CCN1CCN(c2ccccc2F)CC1	i	-3.3	-5	-10	-7	-26	-0.9	7	-12	0.7
CCOC(=O)C(C)Sc1nc2c(cnn2-c2ccc(F)cc2)c(=O)[nH]1 (stereo not drawn)	-1.5	1.7	1	4	5	4	-0.4	-6	.	0.3
Cc1c(CC(=O)NCCC(=O)O)c(=O)oc2cc3occ(-c4ccccc4)c3cc12	0.4	1.3	1	-3	6	-2	-1.0	4	-5	0.9
CN(Cc1ccccc1)c1nc2c(c(=O)[nH]c(=O)n2C)n1Cc1ccccc1	i	-0.8	-4	-14	0	-15	-0.8	-4	15	-0.1
O=C(CSc1nnc(-c2ccc(C(F)(F)F)cn2)s1)c1ccc(Cl)cc1	1.7	-0.1	0	-3	0	2	-0.4	-4	-1	1.0
COC(=O)CNC(=O)CCCCC(=O)NCC(=O)OC	-0.3	-1.6	-2	-6	6	-2	0.2	-2	6	.
Cc1cc2c(cc1C)-c1nnnn1C(C)(C)C2	-0.4	-0.1	3	-25	9	-4	0.3	7	-16	.
CCOc1ccc2c(O)csc2c1	i	-0.1	1	3	15	2	1.6	-3	-5	.
O=C(NC1CCOc2ccccc21)c1ccccn1 (stereo not drawn)	0.0	0.8	-7	-2	-5	-2	1.5	-2	26	0.8
COc1cc(C(=O)N2CCN(C(=O)CC(C)C)CC2)cc(OC)c1OC	i	0.1	1	-16	0	-4	-0.2	9	-1	0.1

Bioassay records from PubChem BioAssay.
